# Compound activity (PubChem BioAssay)
# EBV gp42 block – blocks Epstein-Barr virus glycoprotein 42 binding; AID 1085; Fluorescence polarization binding assay, mP read-out; inhibition, % (tested at 21.74 µM); 0.42% of 220,000 active; in the data active means inhibition above about 50%
# Target sequence (Q1HVG2 whole entry, looked up): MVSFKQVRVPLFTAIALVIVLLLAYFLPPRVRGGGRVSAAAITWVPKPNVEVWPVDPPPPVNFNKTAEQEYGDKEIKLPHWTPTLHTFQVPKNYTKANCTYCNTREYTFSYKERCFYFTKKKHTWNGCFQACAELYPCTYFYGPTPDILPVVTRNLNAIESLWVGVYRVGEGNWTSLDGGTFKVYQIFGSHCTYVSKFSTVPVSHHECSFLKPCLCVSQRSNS
# NCF1 inh – blocks human p47phox regulatory protein of NADPH oxidases | p47phox/p22phox peptide binding, fluorescence polarization, 2 h | inhibition, % at 24.7 µM | 0.53% of 220,000 active;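 active means inhibition above about 30%, limit read from the data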;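 further: 0% = p47phox with labelled peptide and 100% = labelled peptide alone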
# Mdm2 ligase inh – inhibitors of human Mdm2 E3 ubiquitin ligase; AID 1230; 0.11% of 210,000 active; cell-based MDM2 ubiquitination luciferase reporter, 2 h; 0 = plate control, 100 = twice control, blank-subtracted; signal enhancement, % at 5 µM;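 active means signal enhancement of 30% or more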;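 further: luminescence tracks abundance of the self-degrading MDM2-luciferase fusion protein; higher signal means inhibition of MDM2 E3 ligase activity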
#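 Assay system: mammalian cells stably expressing self-ubiquitinating, self-degrading MDM2 E3–luciferase fusion. Quantity: 2000 cells in each well. Medium: DMEM culture medium. Compound dosing: single-point 5 µM. Timing: cell settling 4 h, compound treatment 2 h, both 37 °C. Technique: luciferase luminescence. Read-out basis: percent signal gain over controls, blank-subtracted. Benchmarks: plate controls and plate blanks.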
# PPC-1+TRAIL kill – PPC-1 cancer cell killing with TRAIL present | PPC-1 cells + TRAIL, ATPLite viability luminescence | cell killing (% activity), % at 4 µM | 0.41% of 220,000 active;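 active means cell killing above 50% in the first pass at 4 µM, then a duplicate retest at 5 µM averaging 50% or more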;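 further: plate controls were cells with TRAIL plus DMSO for no effect and medium-only wells lacking cells for full effect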
# Runt-SMMHC FRET – inhibitors of human RUNX1 Runt domain binding to CBFb-SMMHC | Q01196+Q13951 | 0.74% of 220,000 active | Cerulean-Runt/Venus-CBFb-SMMHC FRET ratio 530/480, 1 h | inhibition, % at 20 µM;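 active means mean inhibition across duplicate retests at 20 µM reaching about 50%, limit read from the data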;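 further: 0% = DMSO wells and 100% = wells with excess untagged CBFb-SMMHC; inhibitors lower the FRET ratio by blocking Runt binding to CBFb-SMMHC; some results filed as inactive read as strong as hits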
# Target sequence (Q01196 whole entry, looked up, the tested form may be a part): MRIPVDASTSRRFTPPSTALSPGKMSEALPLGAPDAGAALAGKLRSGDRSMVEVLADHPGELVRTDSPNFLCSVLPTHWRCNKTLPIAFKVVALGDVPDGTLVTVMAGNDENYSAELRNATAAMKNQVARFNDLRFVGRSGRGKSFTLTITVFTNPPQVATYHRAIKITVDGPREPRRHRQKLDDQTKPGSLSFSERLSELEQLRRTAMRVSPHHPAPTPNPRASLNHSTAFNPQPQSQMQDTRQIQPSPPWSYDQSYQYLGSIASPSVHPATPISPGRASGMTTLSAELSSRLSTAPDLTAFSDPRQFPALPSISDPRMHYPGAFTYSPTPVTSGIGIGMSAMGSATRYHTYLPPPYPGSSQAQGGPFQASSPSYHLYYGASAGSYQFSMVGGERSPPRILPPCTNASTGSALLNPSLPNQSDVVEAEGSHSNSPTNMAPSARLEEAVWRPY
# Target sequence (Q13951 whole entry, looked up, the tested form may be a part): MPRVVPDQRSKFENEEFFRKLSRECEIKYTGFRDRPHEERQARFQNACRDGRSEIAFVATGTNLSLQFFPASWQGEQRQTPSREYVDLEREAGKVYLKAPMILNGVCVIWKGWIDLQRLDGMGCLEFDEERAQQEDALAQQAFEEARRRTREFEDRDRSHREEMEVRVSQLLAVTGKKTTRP
# CHOP inh – CHOP inhibition in unfolded protein response; 3.8% of 220,000 active; inhibition, % at 10 µM; CHO-K1 CHOP-promoter luciferase, tunicamycin-induced, 15-18 h;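 active means compounds that reduced the stress-induced luciferase reporter signal by more than about 70% of percent inhibition, limit read from the data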;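 further: 0% = tunicamycin plus vehicle and 100% = wells without tunicamycin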
# TNF death inh – blocks TNF-alpha induced death of Jurkat FADD-/- cells; Jurkat FADD-/- TNF necroptosis rescue, ATP luminescence, 24 h; 0 = TNF only, 100 = no-TNF cells; activation (protection from cell death), % at 10 µM; 0.068% of 220,000 active;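 active means activation, meaning protection from cell death, of at least 50% relative to plate controls; inactive means activation below 50%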;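 further: necroptosis triggered by 40 ng/mL TNF-alpha added together with compound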
# TRPN1 ag – agonists of zebrafish TRPN1 channel | HEK293 zebrafish TRPN1-YFP, Fluo-8 calcium fluorescence; 100% = response to 87 µM carbachol | activation, % at 3 µM | 0.18% of 220,000 active;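 active means activation above its plate's cutoff, the mean activation of test wells on that plate plus 3 SD, cut at about 19% in these data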;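 further: 0% = DMSO alone and 100% = 87 µM carbachol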
#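 System: zebrafish TRPN1-YFP in HEK293 cells / Dosing: 3 µM single point / Timing: dye loading 1 h at 37 °C, then 30 min room temperature / Signal: Fluo-8 calcium fluorescence, excitation 470-495 nm, emission 515-575 nm / Read-out basis: percent activation from peak over basal fluorescence ratio, control-normalized / Control set: high carbachol 87 µM, low DMSO alone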
# TRPML3 ag – human mucolipin-3 channel agonism; HEK293 TRPML3-YFP, Fluo-8 calcium fluorescence; 100% = the carbachol control signal; 0.29% of 220,000 active; activation, % at 3 µM;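 active means activation above its plate's cutoff, the mean activation of the plate's test wells plus 3 SD, cut at about 12% in these data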;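 further: 0% = DMSO only wells and 100% = carbachol wells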
#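 Test system: TRPML3-YFP stable HEK293 cells. Doses: single point at 3 µM. Incubation: dye loading 1 h 37 °C then 30 min ambient, 125 s read. Signal: Fluo-8 calcium dye fluorescence, ex 470-495, em 515-575 nm. Measure: percent activation from peak-to-basal fluorescence ratio, scaled between DMSO and carbachol.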
# An asterisk follows results filed as active; . = no result given.
# The first nine entries as a preview:
SMILES,EBV gp42 block,NCF1 inh,Mdm2 ligase inh,PPC-1+TRAIL kill,Runt-SMMHC FRET,CHOP inh,TNF death inh,TRPN1 ag,TRPML3 ag
CCOCC(=O)Nc1nc2c(s1)C(=O)CC(C)(C)C2,1.1,-7.3,-41.2,16.3,6.8,-19.5,-0.2,-0.5,0.2
CS(=O)(=O)N(Cc1ccccc1)c1ccc(C(=O)Nc2ccccc2Sc2ccccc2)cc1,-14.3,4.5,-1.2,16.2,0.2,46.0,0.8,-0.3,1.3
COc1cc(OC)c(C2=NOC(C(=O)O)C2)cc1Cl (centres undefined),-8.9,-7.0,4.8,14.2,1.0,-7.5,-0.5,0.1,0.3
O=C1CC(=O)Nc2cc(S(=O)(=O)N3CCN(c4cccc(C(F)(F)F)c4)CC3)ccc2N1,7.7,-3.0,-13.1,7.9,-0.1,27.8,-1.1,-1.8,0.2
c1ccc(CSc2ccc(-c3ccc4c(c3)OCO4)nn2)cc1,-0.9,-8.7,-21.5,22.8,-8.6,1.4,1.9,-0.1,-0.1
CC(C)Oc1ccc(C2CC(=O)N(c3cccc(Br)c3)C2=O)cc1 (centres undefined),-6.4,-2.0,5.3,5.5,0.5,11.8,1.5,0.0,0.1
O=C(CSc1ccccc1)Nc1cccnc1,-17.1,-5.5,-9.5,17.1,-4.2,9.4,0.5,0.8,0.2
C=CCN1C(=O)S/C(=C\c2ccc(N3CCOCC3)cc2C)C1=O,-40.5,-38.5,-27.0,30.9,-8.3,-17.2,-1.2,-0.4,0.6
Cc1cc(Nc2ccc3c(c2)OCCO3)n2nc(C)nc2n1,-3.4,-18.2,-12.6,3.1,0.5,3.4,-3.3,0.2,0.7

# Main list, previewed entries included:
SMILES,EBV gp42 block,NCF1 inh,Mdm2 ligase inh,PPC-1+TRAIL kill,Runt-SMMHC FRET,CHOP inh,TNF death inh,TRPN1 ag,TRPML3 ag
CCOCC(=O)Nc1nc2c(s1)C(=O)CC(C)(C)C2,1.1,-7.3,-41.2,16.3,6.8,-19.5,-0.2,-0.5,0.2
CS(=O)(=O)N(Cc1ccccc1)c1ccc(C(=O)Nc2ccccc2Sc2ccccc2)cc1,-14.3,4.5,-1.2,16.2,0.2,46.0,0.8,-0.3,1.3
COc1cc(OC)c(C2=NOC(C(=O)O)C2)cc1Cl (centres undefined),-8.9,-7.0,4.8,14.2,1.0,-7.5,-0.5,0.1,0.3
O=C1CC(=O)Nc2cc(S(=O)(=O)N3CCN(c4cccc(C(F)(F)F)c4)CC3)ccc2N1,7.7,-3.0,-13.1,7.9,-0.1,27.8,-1.1,-1.8,0.2
c1ccc(CSc2ccc(-c3ccc4c(c3)OCO4)nn2)cc1,-0.9,-8.7,-21.5,22.8,-8.6,1.4,1.9,-0.1,-0.1
CC(C)Oc1ccc(C2CC(=O)N(c3cccc(Br)c3)C2=O)cc1 (centres undefined),-6.4,-2.0,5.3,5.5,0.5,11.8,1.5,0.0,0.1
O=C(CSc1ccccc1)Nc1cccnc1,-17.1,-5.5,-9.5,17.1,-4.2,9.4,0.5,0.8,0.2
C=CCN1C(=O)S/C(=C\c2ccc(N3CCOCC3)cc2C)C1=O,-40.5,-38.5,-27.0,30.9,-8.3,-17.2,-1.2,-0.4,0.6
Cc1cc(Nc2ccc3c(c2)OCCO3)n2nc(C)nc2n1,-3.4,-18.2,-12.6,3.1,0.5,3.4,-3.3,0.2,0.7
CCOc1ccccc1NC(=S)N1CCC(NC(=O)c2ccco2)CC1,-18.6,3.5,2.4,-3.0,1.8,41.5,-0.5,-0.7,0.4
Cc1cc(Nc2ccccc2)nn1C(=O)c1ccc([N+](=O)[O-])cc1,6.1,1.4,1.9,17.1,0.2,5.4,2.3,-0.3,0.5
CN(C)S(=O)(=O)c1cc(NC(=O)CN2CCN(c3ccccc3)CC2)ccc1Cl,-8.7,-5.9,2.0,8.1,2.5,-4.5,0.7,1.7,1.0
O=C(CSc1nnc(NC(=O)Cc2ccccc2)s1)NCC1CCCO1 (centres undefined),1.3,-4.7,-2.3,4.0,3.3,9.4,-0.2,-1.5,0.1
COC(=O)c1cc(Cl)c(NC(=O)/C=C/c2ccc(OC)c(OC)c2)cc1OC,9.4,-17.6,-7.1,11.5,1.7,28.0,-11.8,0.4,-1.0
COc1ccc(N(C(=O)c2ccncc2)S(=O)(=O)c2ccc3c4c(cccc24)C(=O)N3C)cc1,2.5,6.6,-16.6,15.6,-7.9,-29.5,-3.0,1.0,-0.7
COc1ccc(NC(=O)Cn2c(=O)n(CC3CCCO3)c(=O)c3ccccc32)c(OC)c1 (centres undefined),-9.0,-2.7,-0.8,16.9,1.2,8.1,1.3,0.9,1.3
O=C(N/N=C(\Cc1ncc[nH]1)c1ccccc1)c1ccccc1,-8.2,-4.3,-4.9,25.6,2.5,49.1,1.0,-0.4,0.3
CCCCN(CCCC)S(=O)(=O)c1ccc(NC(=O)c2cccs2)cc1,-9.6,-30.2,-67.4,7.8,-1.0,69.5,3.2,0.1,0.6
O=C(NC1=NCCS1)c1ccccc1OCc1ccccc1Cl,1.4,-7.1,9.5,-21.0,1.9,17.4,-2.4,-2.8,0.3
O=C(O)CC1C(=O)NCCN1CCCc1ccccc1 (centres undefined),-2.9,-1.1,-9.2,9.9,-2.7,13.5,0.5,0.8,-0.1
CCOC(=O)C(NC(=O)CCl)(Nc1sc(C)c(CC)c1C#N)C(F)(F)F (centres undefined),7.0,-10.5,-7.5,10.9,2.2,41.3,4.0,-0.5,0.2
CCn1c(SCC(=O)c2cc(C)n(CC3CCCO3)c2C)nc2ccccc21 (centres undefined),-1.9,-7.8,-22.4,10.2,-6.6,-18.6,-5.4,0.2,-0.3
CSc1ncc(-c2ccccc2)cn1,-17.1,-2.1,1.7,6.1,-4.9,-30.7,0.0,-0.3,0.3
CC(C)Oc1cccc(C(=O)C2CCCN(C(=O)c3csnn3)C2)c1 (centres undefined),-2.0,-6.3,4.4,.,.,-22.5,2.2,1.7,0.4
COCCn1nnnc1C(C(C)C)N1CCOCC1 (centres undefined),-8.1,-6.4,0.5,16.0,-1.3,-0.2,-1.8,0.4,1.1
Cc1cc(C)c2c(c1)[C@@H]1C=CC[C@@H]1[C@H](c1ccc(S(=O)(=O)N3CCOCC3)cc1)N2,8.8,-6.4,-5.4,8.6,-7.0,-8.1,-0.6,-0.2,0.2
O=S(=O)(c1ccccc1)N(CC(O)Cn1c2ccccc2c2ccccc21)c1ccccc1 (centres undefined),-14.9,0.2,-7.8,1.1,-3.1,32.8,-6.4,0.0,1.6
O=C1CSC(=S)N1c1cccnc1,-29.0,-27.1,4.0,9.3,1.5,12.5,-1.7,0.4,0.4
Cc1ccc(NC(=O)Cc2nnc(N)s2)cc1,-4.5,-4.9,-11.8,9.8,-3.1,8.1,6.1,0.1,0.7
CC(C)(C)C1CCC(=NNC(=O)c2cc3c(s2)CCCC3)CC1 (centres undefined),-23.4,-49.1,-5.0,-1.8,0.2,10.1,4.0,0.2,1.0
COc1cc(/C=C2\SC(=S)N(NC(=O)c3cccnc3)C2=O)ccc1O,-75.9,-208.8,-8.0,1.6,-73.8,16.5,-1.5,10.4,7.1
COCCCNC(=O)Nc1ccc(F)cc1F,0.0,-2.0,1.1,16.4,-0.5,29.4,-1.3,0.0,0.3
CCN(CC)S(=O)(=O)c1cc(C(=O)OCC(=O)c2ccc3c(c2)NC(=O)CO3)ccc1F,-17.2,-22.6,-9.0,24.1,-0.8,15.0,-3.9,9.8,2.6
COc1ccc(O)c(-c2cc(-c3cccc(Br)c3)n[nH]2)c1,-10.7,-16.4,9.6,26.0,1.8,-1.7,-2.2,0.1,0.4
Cc1nc(CC(=O)c2c(C)cc(O)cc2O)cs1,-7.9,-9.9,-7.6,15.5,-26.5,48.8,-2.2,4.8,2.4
Cc1c(C(=O)NC2CCCc3ccccc32)oc2ccccc12 (centres undefined),-7.5,3.8,-3.9,7.9,-1.2,32.1,-1.1,-1.7,-1.1
COc1ccccc1OCC(=O)NCCNC(=O)COc1ccccc1OC,-10.0,-11.7,.,4.0,-1.9,10.0,-0.9,0.5,-0.6
CCC(C)[C@@H](NC(=O)OC(C)(C)C)c1nnc(S(=O)(=O)Cc2cccc(C)c2)o1 (some centres undefined),-17.9,59.9*,0.1,1.0,-1.4,106.2*,-11.1,1.0,3.3
C=CCn1cnc2c(sc3nc(C)cc(C)c32)c1=O,-8.4,0.7,-14.3,12.1,1.9,-30.0,0.5,0.1,0.7
Nc1nn(-c2ccccc2)nc1C(=O)OCc1ccccc1F,-18.8,-13.5,26.1,-2.8,-1.6,32.9,0.2,-0.4,-1.7
CCN(c1ccccc1)S(=O)(=O)c1ccc(OC)c(N=N/C(C(=O)Nc2ccccc2)=C(/C)O)c1,1.6,0.4,-12.1,11.1,-5.2,-1.9,0.3,-0.2,0.2
Cc1ccc(S(=O)(=O)N2CCC(C(=O)N3CCN(Cc4ccccc4)CC3)CC2)cc1,-3.5,-10.0,-7.2,12.9,-2.1,48.8,-0.7,-0.1,0.9
O=C(NCC1CCCO1)c1ccccn1 (centres undefined),3.3,-6.9,-5.0,10.8,0.4,-7.8,-0.6,3.3,1.4
COc1ccc2c(c1)CCc1cc(C(=O)O)sc1-2,-6.3,-10.4,.,-15.5,-0.1,11.1,0.3,0.2,0.5
CS(=O)(=O)N(CC(=O)NCc1ccco1)c1ccc(OCc2ccccc2)cc1,-7.2,-8.3,-34.1,32.4,-8.4,14.7,3.8,1.0,-0.9
O=C(COc1ccccc1[N+](=O)[O-])NCc1cccnc1,-4.0,-2.5,0.0,15.2,3.0,28.9,1.3,1.9,0.8
CCn1cc(C(=O)Nc2ccccc2)c(=O)c2ccc(C)nc21,9.5,1.2,-12.2,.,.,41.7,0.9,2.4,0.9
CN(C)S(=O)(=O)N1CCC(Oc2ccc(C(=O)NC3CCCCC3)cc2)CC1,-0.1,-6.0,-1.8,31.8,4.1,-7.8,1.7,2.5,1.4
